Screens deposited in PubChem by National Center for Advancing Translational Sciences (NCATS).
HT1080 IDH1KD tx – qHTS for induction of synthetic lethality in tumor cells producing 2HG: qHTS for the HT-1080-IDH1KD cell line | HT-1080 IDH1 knockdown viability, ATP luminescence, 48 h | Potency, µM (top dose mostly 46.1 µM), for the others: at the highest dose activity, negative = toxicity, usual class: cytotoxic | actives 2% (n = 360,000) | AID 686971, 2013;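 further: potency means the concentration at half of the fitted maximal effect; 0% = DMSO wells and -100% = cell-free medium wells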
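Knockdown cells (IDH1KD HT-1080) received compounds 2 h after plating at 750 cells/well and were kept 48 h at 37 °C in 5% FBS RPMI. A CellTiter-Glo luminescence read gave % activity for curve fitting.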
MCF10A rerep – A quantitative high throughput screen for small molecules that induce DNA re-replication in MCF 10a normal breast cells. MCF 10A DNA re-replication, Hoechst nuclear intensity, 48 h. Potency, µM (doses to about 46.1 µM), inactives show at the top dose activity, positive = re-replication, usual class: activators. actives 2.9% (n = 350,000). AID 624296, 2012; further: potency means the concentration at half of the fitted maximal effect; % of control where 0% means no effect; nearly all actives have a fitted effect of over 50% in size
IL1B secr inh – qHTS for Inhibitors of Inflammasome Signaling: IL-1-beta AlphaLISA Primary Screen; actives 4.7% (n = 360,000); THP-1 LPS/ATP IL-1B secretion, AlphaLISA, 16 h; hits give low values; activity change, % at 57.5 µM; AID 743279, 2014; in the data active means activity change below about -50%; inconclusive means mostly about -30% to -49%; further: on the % scale 0 is the no-effect control and ±100 the full control effect
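Secreted IL-1B measured by AlphaLISA bead assay after 16 h compound exposure of THP-1 cells; compounds (final up to 57.5 uM) added 1 h before LPS (250 ng/mL) and ATP (1.25 mM) stimulation; lower signal means less secretion.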
HEK293 tox – qHTS of GLP-1 Receptor Inverse Agonists: Cytotox Screen. Potency, µM (titrated, usually from 38.3 µM), for the others: at the highest dose activity change, negative = inhibition, usual class: inhibitors. actives 0.13% (n = 410,000). HEK293 cAMP-luciferase reporter cells, luminescence, 24 h. AID 624418, 2012;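 further: loss of luciferase light is scored as toxicity; potency means the concentration at half of the fitted maximal effect; on the % scale 0 is the no-effect control and ±100 the full control effect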
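A 23 nL compound transfer followed 12 hours of cell culture at 37 deg C; exposure then lasted 24 hr. Luciferase assay detection reagent was dispensed and plates read for luminescence after a 12 min room-temperature wait.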
KB-V1 MDR tox – qHTS assay for MDR1-selective chemotherapeutics: Primary screen using the drug-selected MDR subline cells KB-V1. AID 1347076, 2019. KB-V1 MDR cells viability, CellTiter-Glo, 72 h. Potency, µM (doses to about 46.1 µM), for inactives: at the top dose activity change, negative = cytotoxicity, most hits filed as cytotoxic. actives 3.4% (n = 400,000); further: potency means the concentration at half of the fitted maximal effect; on the % scale 0 is the no-effect control and ±100 the full control effect; nearly all actives have a fitted effect of over 60% in size
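Drug-selected KB-V1 cells, grown in DMEM lacking phenol red with 10% FBS, receive compound titrations; after three days at 37 degrees C, surviving cell ATP is quantified by CellTiter-Glo luminescence and responses normalized and curve-fitted.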
KB-3-1 tox – qHTS assay for MDR1-selective chemotherapeutics: Primary screen using the parental adenocarcinoma cell KB-3-1; KB-3-1 viability, CellTiter-Glo ATP luminescence, 72 h; Potency, µM (top dose mostly 46.1 µM), inactives show at the top dose activity change, negative = cytotoxic, hits mostly cytotoxic; actives 1.4% (n = 400,000); AID 1347075, 2019; further: potency means the concentration at half of the fitted maximal effect; on the % scale 0 is the no-effect control and ±100 the full control effect; nearly all actives have a fitted effect of over 60% in size
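Cytotoxicity in the drug-sensitive parental line KB-3-1 was scored as loss of CellTiter-Glo luminescence following 72 h incubation with compound. Values come from curve fitting of normalized concentration-response data.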
SW480 rereplic – A quantitative high throughput screen for small molecules that induce DNA re-replication in SW480 colon adenocarcinoma cells; Potency, µM (doses to about 46.1 µM), without a hit: top-dose re-replication activation, most hits filed as activators; actives 1.8% (n = 340,000); SW480 DNA re-replication, Hoechst DNA content imaging, 48 h; AID 624297, 2012; further: potency means the concentration at half of the fitted maximal effect; % of control where 0% means no effect; nearly all actives have a fitted effect of over 55% in size
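Hoechst fluorescence of nuclei (405 nm excitation, 500-530 nm emission) measured by plate-scanning imager after 48 hr compound exposure at 37 C; re-replication scored as increased number of nuclei with elevated intensity.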
HT1080-NT tox – qHTS for induction of synthetic lethality in tumor cells producing 2HG: qHTS for the HT-1080-NT fibrosarcoma cell line. Potency, µM (series often up to 46.1 µM), for the others: at the top dose activity, negative = less viability, most hits filed as cytotoxic. actives 1.6% (n = 360,000). HT-1080-NT fibrosarcoma viability, CellTiter-Glo ATP luminescence, 48 h. AID 686970, 2013;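 further: NT is the 2HG producing partner of a matched IDH1 knockdown line; potency means the concentration at half of the fitted maximal effect; 0% = DMSO-treated cells and -100% = media-only wells without cells; nearly all actives have a fitted effect of over 55% in size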
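Fibrosarcoma NT cells, 750 per well in 5% FBS RPMI, were exposed to compound for 48 hours. Viability: CellTiter-Glo luminescence.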
DRD3 agonist – qHTS of D3 Dopamine Receptor Agonist: qHTS; D(3) dopamine receptor (Homo sapiens), P35462; D3R DiscoveRx beta-arrestin cells, luminescence, 90 min; max activation, %; actives 0.58% (n = 410,000); AID 652048, 2013; in the data active means max activation above about 30%; further: 0% is about no effect; mostly tested at two doses, the higher about 12 µM
Target sequence (P35462 whole entry, looked up): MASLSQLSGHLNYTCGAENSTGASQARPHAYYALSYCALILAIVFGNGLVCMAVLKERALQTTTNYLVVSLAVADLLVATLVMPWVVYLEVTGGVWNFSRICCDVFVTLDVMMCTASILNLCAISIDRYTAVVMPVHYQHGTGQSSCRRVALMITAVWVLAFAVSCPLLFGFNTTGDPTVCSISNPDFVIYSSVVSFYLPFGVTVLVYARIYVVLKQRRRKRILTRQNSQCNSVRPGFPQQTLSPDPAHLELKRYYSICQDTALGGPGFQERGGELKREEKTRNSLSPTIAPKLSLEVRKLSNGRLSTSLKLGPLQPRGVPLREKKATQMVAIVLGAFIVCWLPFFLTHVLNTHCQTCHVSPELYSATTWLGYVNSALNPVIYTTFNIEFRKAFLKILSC
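Agonist mode: compounds and dopamine controls were applied to plated cells for 90 min at 37 degrees C after an overnight attachment at 1500 cells/well. Luminescent read-out followed 30 - 60 minutes at room temperature with DiscoveRx detection reagent.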
Starred values were filed as active, the others as inactive; ? = inconclusive; · = no result given; & = joins results of further samples; [ ] = dose if it differs, or a comment. Unless noted, the call rests on the fitted dose curve; in most records, active means well fitted curve in the direction sought with a large enough effect; inconclusive means small, poorly fitted or top-dose-only effect, or another doubt; inactive means no such curve, though single readings can be large; an effect the other way counts as inactive or inconclusive.

| no. | compound | HT1080-NT tox | MCF10A rerep | SW480 rereplic | IL1B secr inh | DRD3 agonist | HT1080 IDH1KD tx | KB-V1 MDR tox | KB-3-1 tox | HEK293 tox |
| --- | --- | --- | --- | --- | --- | --- | --- | --- | --- | --- |
| 1 | O=C(COC(=O)c1ncc(Cl)c(Cl)c1Cl)NC1CCCCCC1 | -5% | 1% | 0% | -28 | 0 | 1% | -5% | -14% | -10% |
| 2 | COc1ccc(C(=O)CN2CCN(S(=O)(=O)c3cccc([N+](=O)[O-])c3)CC2)cc1OC | 4% | ? | -5% | 15 | 6 | 6% | -2% | 21% | 0% |
| 3 | CCN(Cc1ccccc1)S(=O)(=O)c1csc(C(N)=O)c1 | 1% | 0% | -5% | 28 | -5 | 0% | 9% | 13% | -8% |
| 4 | CCNC(=S)NNC(=O)c1csc2c1CCCC2 | -25% | 19% | -3% | -28 | -9 | ? | 26µM* | 8% | 10% |
| 5 | COC(=O)CCC(NC(=O)OCc1ccccc1)C(=O)NC(CC(C)C)C(=O)OC (stereo not given) | -17% | -178%[0.0737 µM] | 17% | -21 | -12 | -15% | -5% | -5% | 8% |
| 6 | CCCCN1CC(=O)N2[C@H]3c4ccc(OC)cc4OC[C@@H]3[C@H](C(=O)OCC)[C@]2(C)C1=O | 8% | 13% | -11% | 0 | 11 | 5% | 0% | ? | 2% |
| 7 | CCCCOC(=O)c1ccc(NC(=O)C2(c3cccs3)CCOCC2)cc1 | · | · | · | · | 1 | · | 13% | -4% | 0% |
| 8 | C[C@@H]1CN([C@@H](C)CO)S(=O)(=O)c2ccc(-c3cccc(C#N)c3)cc2O[C@@H]1CN(C)C(=O)c1ccc(F)cc1 | 26% | · | · | -26 | -12 | -28% | 13% | -7% | -11% |
| 9 | Cc1ccc(S(=O)(=O)N2c3ccccc3-c3c(ssc3=S)C2(C)C)cc1 | -3% | ? | ? | -5 | -12 | ? | 21µM* | ? | ? |
| 10 | CCOc1cc(C(=O)O/N=C(\N)c2ccccn2)cc(OCC)c1OCC | -23% | ? | 0% | -24 | 9 | -7% | -30% | -12% | ? |
| 11 | O=C(N/N=C/c1c(F)c(F)c(F)c(F)c1F)c1cc(-c2ccccc2)nc2ccccc12 | 3% | 2% | -3% | -7 | 1 | 3% | -4% | 16% | -1% |
| 12 | CCC(C)NC(=O)COCc1cc(-c2ccc3c(c2)OCO3)on1 (stereo not given) | -1% | 1% | -8% | 18 | 12 | -16% | 1% | 7% | 19% |
| 13 | CN1CCN(CCC(=O)Nc2ccc(F)c(F)c2)CC1 | 15% | 6% | -1% | 11 | -2 | 5% | -15% | 3% | 1% |
| 14 | CCCCc1ccc(NC=C2C(=O)OC3(CCCCC3)OC2=O)cc1 | 18% | 7% | -2% | 1 | -1 | 12% | -20% | -1% | -8% |
| 15 | Cc1cc(C(=O)Nc2ccc(F)cc2F)on1 | 6% | 1% | 2% | ? | -13 | -1% | 0% | -1% | 2% |
| 16 | O=S(=O)(Nc1cccc(-n2cnnn2)c1)c1ccccc1C(F)(F)F | -1% | 8% | 3% | 1 | 6 | -6% | 27% | 2% | 3% |
| 17 | CCc1ccc(S(=O)(=O)c2cn(Cc3ccc(OC)cc3)c3cc(OC)c(OC)cc3c2=O)cc1 | · | · | · | · | 7 | · | 0% | -2% | -14% |
| 18 | Cc1ccccc1NC(=O)c1nc[nH]c1C(=O)NCc1ccccc1 | -2% | 20% | 2% | -1 | -2 | -11% | -21% | -8% | -18% |
| 19 | O=C(Nc1ccc(Br)cc1)C1CCN(C(=O)c2ccco2)CC1 | -15% | 3% | 3% | 16 | -31 | -8% | 21µM* | -23% | 5% |
| 20 | CCOc1ccccc1N/C(=C(/C(Cl)=C(Cl)Cl)[N+](=O)[O-])n1cncn1 | -3% | 30% | -7% | 13 | -7 | 6% | -19% | 2% | -21% |
| 21 | COc1cccc(N2CCN(c3ccc4nnc(CCC(=O)Nc5cc(C)ccn5)n4n3)CC2)c1 | -7% | -3% | -18% | 3 | -1 | -4% | 13% | 4% | -3% |
| 22 | C=CCN1c2ccccc2Sc2cnccc21 | 0% | · | · | ? | 1 | 2% | ? | -9% | 0% |
| 23 | Cc1cccc(C)c1NC(=O)N1CCC(N2CCCCC2)CC1 | 8% | -10% | 1% | -2 | -6 | 12% | 8% | 2% | 55%[activator] |
| 24 | C[N+](C)(C)CCCCCCC(=O)/C=N/O | 3% | 6% | -2% | -12 | 19 | -4% | -13% | -8% | 8% |
| 25 | CCOC(=O)CSc1ncnc2c1c(-c1ccccc1)cn2-c1ccc(OC)cc1 | -6% | -3% | -2% | 24 | -7&2 | -3% | -4%&22% | 16%&16% | 1%&-6% |
| 26 | C#CCN1C(=O)S/C(=C\c2cc3c(cc2OC)OCO3)C1=O | -1% | ? | 2% | 12 | 0 | 7% | 7% | 21% | 4% |
| 27 | CCOC(=O)C1CCCN(S(=O)(=O)c2ccc(OC)c3ccccc23)C1 (stereo not given) | -26% | 5% | 3% | 50 | 3 | ? | ? | ? | -15% |
| 28 | Cc1c(C#N)c(NC(=O)c2ccccc2)n(Cc2ccccc2)c1C | -2% | 8% | 17% | -78* | -2 | -2% | -4% | -1% | 1% |
| 29 | Cc1ccc(N2CCN(S(=O)(=O)c3ccc(Cl)s3)CC2C)cc1 (stereo not given) | 0% | 14% | 15% | -25 | 2 | 15% | ? | 0% | 19% |
| 30 | O=C(CCS(=O)(=O)c1cccc2nonc12)Nc1cccc(F)c1 | · | · | · | · | 4 | · | 9% | 0% | -1% |
| 31 | O=C1NC(=Nc2ccc3ccccc3c2)S/C1=C/c1ccco1 | 14% | ? | 3% | 14 | -3 | 12% | ? | 5% | 1% |
| 32 | COc1ccccc1CNC(=O)c1cc(=O)c2ccccc2o1 | -5% | -24% | -13%[1.84 µM] | -14 | -15 | -3% | 12% | -9% | -7% |
| 33 | NS(=O)(=O)c1ccc(NC(=O)CN2CCN(S(=O)(=O)/C=C/c3ccccc3)CC2)cc1 | 0% | -5% | 18% | 4 | -4 | 1% | 20% | 5% | 1% |
| 34 | Cc1nc(CS(=O)(=O)c2ccc(Cl)cc2)cc(N2CCOCC2)n1 | 13% | -4% | -4% | 15 | 3 | 12% | 2% | 9% | -7% |
| 35 | CC(OC(=O)c1cc(=O)[nH]c2ccccc12)C(=O)NCc1ccccc1 (stereo not given) | 2% | -7% | 3% | 5 | -6 | 2% | 26% | 8% | 2% |
| 36 | Cc1ccc(C(=O)N(C)Cc2ccccc2)cc1S(=O)(=O)N1CCOCC1 | 8% | -1% | -5% | 0 | 0 | 7% | ? | 15% | -1% |
| 37 | Cc1nc2ccccc2nc1OCc1cccc([N+](=O)[O-])c1 | 0% | -1% | -3% | 13 | 3 | -25% | 10% | -4% | 3% |
| 38 | CC(C)CCN1C(=O)c2ccc(C(=O)Nc3ccc(O)cc3C(=O)O)cc2C1=O | 12% | 1% | -7% | 0 | 1 | -1% | -7% | 9% | -15% |
| 39 | COc1ccc(CNc2ccc3c(c2)nc(C)n3C)cc1OC | 4% | ? | ? | -24 | 4 | 3% | 3% | 23% | -20% |
| 40 | CN1C2C=C3C(C#N)=C(N)C(C#N)(C#N)[C@@H](c4ccc(Cl)cc4)[C@@H]3C1CC2 (stereo not given in full) | -3% | 19% | -3% | -6 | 6 | -7%[9.24 µM] | -15% | 8% | 1% |
| 41 | O=C(Cn1ncc2c(=O)oc3ccccc3c21)N1CCC(N2CCCCC2)CC1 | 11% | 13% | -9% | 4 | 4 | -3% | ? | -7% | 3% |
| 42 | CCn1nc(NS(=O)(=O)c2cccc3nonc23)c2cc3ccc(C)cc3nc21 | 0% | 5% | -16% | 29 | 0 | -15% | 3% | -12% | -25% |
| 43 | NC(=O)C1CCN(C(=O)CCCCCn2c(=O)[nH]c3ccsc3c2=O)CC1 | 10% | 19% | -1% | 1 | 1 | 10% | 3% | 7% | 0% |
| 44 | O=C(CNC(=O)Cc1ccccc1)N=Nc1c(O)[nH]c2ccc(Br)cc12 | -26% | 1% | 0% | 41 | -2 | -4% | 0% | 8% | -2% |
| 45 | CCOC(=O)C1CCC(CN(Cc2ccc(OC)cc2)S(=O)(=O)c2ccc(F)c(C(=O)Nc3ccc(C)c(C)c3)c2)CC1 (stereo not given) | · | · | · | · | -4 | · | 3% | 2% | 18% |
| 46 | CCOc1cc(N2CCOCC2)c(OCC)cc1NC(=O)CN1CCCC(C)C1 (stereo not given) | 12% | ? | ? | -1 | 1 | 16% | ? | 10% | 12% |
| 47 | O=C(COc1ccc(S(=O)(=O)N2CCCCC2)cc1Cl)N1CCCC1 | 0% | ? | -3% | 27 | -3 | -8% | -35% | 9% | -7% |
| 48 | CC(=O)OCCn1c(Br)nc2c1c(=O)[nH]c(=O)n2C | 17% | 0% | 3% | 0 | 1 | 18% | 1% | 1% | -8% |
| 49 | N#C/C(=C\N1CCOCC1)C(N)=O | 6% | 3% | -7% | 8 | -7 | 0% | 11% | 1% | 4% |
| 50 | O=c1c(S(=O)(=O)c2ccc(Cl)cc2)cn(Cc2ccc(F)cc2)c2ccc(F)cc12 | · | · | · | · | 2 | · | -15% | -15% | 19% |
| 51 | Cc1ccc(OCC(=O)OCc2c(C)noc2C)cc1C | 14% | -6% | -5% | 27 | 3 | 16% | 0% | 7% | 1% |
